Screening data from PubChem BioAssay.
Vif-APOBEC3G blk: qHTS for Inhibitors of Vif-A3G Interactions: qHTS; DNA dC->dU-editing enzyme APOBEC-3G (Homo sapiens), Q9HC16; HeLa A3G-eYFP + Vif (tagged APOBEC3G with the HIV-1 protein that degrades it), YFP fluorescence, overnight; Potency, µM (doses to about 46.1 µM), for inactives: top-dose activity, negative = active, actives largely listed as inhibitors; 410,000 compounds, 0.076% hits;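 also: potency is read from the fitted curve at half-maximal effect; % is scaled to controls: 0 for no effect and ±100 for the full control effect; nearly all actives have a fitted effect of over 60% in size; hits raise eYFP signal because A3G escapes Vif-driven loss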
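Read-out is eYFP fluorescence (Ex 488/Em 500-530) from Vif-expressing HeLa A3G-eYFP cells; more signal means A3G escaped Vif-mediated degradation. Cells plated overnight, compound pinned in, incubated overnight at 37 deg C.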
RXFP1 ag: qHTS Assay for Agonists of the Relaxin Receptor RXFP1 | Relaxin receptor 1 (Homo sapiens), Q9HBX9 | HEK293T-RXFP1 cAMP TR-FRET, 30 min; response scale: percent of porcine relaxin response, buffer zero | Potency, µM (top dose mostly 57.5 µM), without a hit: top-dose activation, actives largely listed as activators | 370,000 compounds, 0.3% hits | AID 2676, 2010; also: potency is read from the fitted curve at half-maximal effect; % is scaled to controls: 0 for no effect and ±100 for the full control effect; nearly all actives have a fitted effect of over 60% in size; many of its hits are not listed in these tables
Target sequence (Q9HBX9 whole entry, looked up): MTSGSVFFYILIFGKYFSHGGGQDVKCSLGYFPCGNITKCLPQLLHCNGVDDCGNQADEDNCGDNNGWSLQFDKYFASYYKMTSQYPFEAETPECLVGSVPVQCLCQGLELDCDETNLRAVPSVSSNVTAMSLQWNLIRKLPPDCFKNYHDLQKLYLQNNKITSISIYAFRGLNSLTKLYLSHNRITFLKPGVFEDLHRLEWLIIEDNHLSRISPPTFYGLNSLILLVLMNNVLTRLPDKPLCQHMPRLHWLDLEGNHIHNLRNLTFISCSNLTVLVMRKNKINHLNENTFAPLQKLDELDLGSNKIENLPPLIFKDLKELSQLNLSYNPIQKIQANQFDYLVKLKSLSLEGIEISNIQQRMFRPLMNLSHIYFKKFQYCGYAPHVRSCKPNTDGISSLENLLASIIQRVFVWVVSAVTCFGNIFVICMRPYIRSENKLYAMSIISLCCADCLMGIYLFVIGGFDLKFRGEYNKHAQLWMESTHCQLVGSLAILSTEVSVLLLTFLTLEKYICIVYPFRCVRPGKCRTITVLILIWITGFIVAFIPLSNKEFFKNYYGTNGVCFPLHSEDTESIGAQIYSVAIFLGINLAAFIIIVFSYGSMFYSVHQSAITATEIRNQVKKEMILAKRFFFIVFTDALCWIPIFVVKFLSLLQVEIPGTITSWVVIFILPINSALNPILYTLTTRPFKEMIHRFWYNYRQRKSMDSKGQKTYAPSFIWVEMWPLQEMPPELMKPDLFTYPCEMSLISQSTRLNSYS
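HEK293T cells stably expressing RXFP1 were pretreated with the PDE4 inhibitor Ro 20174, exposed to compounds for 30 min at 37C, lysed, and cAMP was read by TR-FRET. Data normalized to buffer (basal) and 29 nM porcine relaxin (100%).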
D1 agonist: Allosteric Agonists of the Human D1 Dopamine Receptor: qHTS; D(1A) dopamine receptor (Homo sapiens), P21728; HEK293 T-REx D1 cells, calcium flux, agonist mode; activation, % at 2 µM; 360,000 compounds, 1% hits; in the data active = activation above about 30%; also: 0% is about no effect
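Agonism was scored from calcium flux recorded over 180 s (1 read/s) after pintool compound addition, following a 10-cycle baseline. Cells were inducible force-coupled HEK293 TREx D1, plated overnight at 30 C and loaded with no-wash calcium dye.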
Vif-A3F inh: qHTS for Inhibitors of Vif-A3F Interactions: qHTS; HeLa A3F-eYFP + Vif (tagged APOBEC3F with the HIV-1 protein that degrades it), YFP fluorescence increase; Potency, µM (highest dose often 46.1 µM), inactives show at the top dose activity, negative = active; 390,000 compounds, 0.2% hits; AID 602313, 2012; also: potency is read from the fitted curve at half-maximal effect; % of control where 0% means no effect; nearly all actives have a fitted effect of over 65% in size
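HeLa cells stably expressing A3F-eYFP plus Vif, plated and incubated overnight at 37 deg C, then exposed to compounds overnight at 37 deg C. Blocked degradation read as raised yellow fluorescence (Ex 488/Em 500-530).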
D1 potentiator: Potentiators of Human D1 Dopamine Receptor: qHTS; potentiation, % at 10 µM; D(1A) dopamine receptor (Homo sapiens), P21728; 360,000 compounds, 0.036% hits; AID 504651, 2011; HEK293 TREx D1 cells, calcium flux, dopamine EC20 potentiation; in the data active = potentiation above about 30%; also: 0% is about no effect
Glioma ERSR ind: qHTS for Inducers of the Endoplasmic Reticulum Stress Response (ERSR) in Human Glioma: qHTS; U87-MG GRP78 promoter luciferase reporter, 16 h; Potency, µM, for the others: top-dose activation, usual class: activators; 420,000 compounds, 0.02% hits; also: potency is read from the fitted curve at half-maximal effect; series mostly up to about 76 µM; % of control where 0% means no effect; nearly all actives have a fitted effect of over 35% in size
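Stably transfected U87-MG human glioma cells carrying a GRP78-based luminescent sensor were seeded at 1000 cells/well, pin-dosed with compounds and incubated 16 h. Luciferase reagent was then added, and end-point luminescence was read after 10 min at room temperature.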
D1 antag: Antagonist of Human D 1 Dopamine Receptor: qHTS | D(1A) dopamine receptor (Homo sapiens), P21728 | HEK293 TREx D1 cells, calcium flux, dopamine EC80; active compounds read low | activity change, negative = inhibition, % at 10 µM | 360,000 compounds, 3.2% hits | AID 504652, 2011; in the data active = activity change below about -30%; also: % is scaled to controls: 0 for no effect and ±100 for the full control effect
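Allosteric or orthosteric antagonism assessed as attenuation of the calcium response to EC80 dopamine, added 180 s after compound, in induced HEK293 Trex D1 cells loaded with no-wash calcium dye.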
RXFP1 antagonist: qHTS Assay for Antagonists of the Relaxin Receptor RXFP1; Relaxin receptor 1 (Homo sapiens), Q9HBX9; HEK293-RXFP1, relaxin-stimulated cAMP HTRF, 30 min; active compounds read low; activity change, negative = inhibition, % at 57.5 µM; 350,000 compounds, 0.59% hits;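 active = activity change of -60% or lower, but not beyond a set lower limit; inconclusive = change between -60% and -40%, or beyond the set limit; inactive = change above -40%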; also: % is scaled to controls: 0 for no effect and ±100 for the full control effect
D2 potentiator: HTS Assay for Positive Allosteric Modulators of the Human D2 Dopamine Receptor: Primary Screen for Potentiators | D(2) dopamine receptor (Homo sapiens), P14416 | HEK293 T-REx D2, calcium flux, EC20 dopamine potentiation | potentiation, % at 10 µM | 340,000 compounds, 0.34% hits | AID 485347, 2010;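 active = potentiation over 3 SD above the plate norm, cut at about 30% in these data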; also: 0% is about no effect
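Tetracycline-induced HEK293 T-REx cells force-coupled to calcium signalling expressed D2; compounds were pin-added after a 10 s baseline, read kinetically 180 s, then an EC20 dopamine challenge followed with a further 180 s calcium read.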
An asterisk follows results filed as active; ? = inconclusive; . = no result given. Unless noted, calls follow the shape of the dose curve; as a rule, active = well fitted curve in the direction sought with a large enough effect; inconclusive = small, poorly fitted or top-dose-only effect, or another doubt; inactive = no such curve, though single readings can be large; an effect the other way counts as inactive or inconclusive. Some of the compounds tested, so the mix of outcomes need not match the whole.

SMILES | Vif-APOBEC3G blk | RXFP1 ag | D1 agonist | Vif-A3F inh | D1 potentiator | Glioma ERSR ind | D1 antag | RXFP1 antagonist | D2 potentiator
CC(C)(C)OC(=O)N1CCC[C@H]1c1nnc(SCc2ccc(Cl)cc2)o1 | 0% | -0.6% | 1 | -12% | -1 | -6% | -24 | -11 | 1
CCc1ccc(NC(=O)CCC(=O)Nc2nnc(C(F)(F)F)s2)cc1 | -7% | 3.1% | 1 | 3% | -1 | 8% | -9 | -12 | .
Cc1cc(C)n(CC(O)Cn2c3ccccc3c3ccccc32)c(=O)n1 (centres undefined) | -3% | 0.2% | 1 | 0% | 0 | -4% | 6 | -1 | -3
C=CCc1ccccc1OCCn1c(C2CC(=O)N(Cc3ccc(F)cc3)C2)nc2ccccc21 (centres undefined) | -10% | -3.6% | 0 | -7% | -1 | -5% | -7 | . | 12
N#CN=CN1CC=C(c2ccc(Cl)cc2)CC1 | -8% | . | . | -1% | . | -3% | . | 5 | .
Clc1ccc(-c2c(C3=NCCCN3)nnn2-c2ccc(Cl)cc2)cc1 | 2% | 0.0% | 10 | -3% | -6 | -3% | -39* | -4 | -4
CC(C)[C@H](NC(=O)NCCC1=CCCCC1)C(=O)O | -1% | -0.2% | 3 | -8% | 8 | -3% | 5 | 13 | 2
O=C(COc1ccc(F)cc1Br)N1CCN(S(=O)(=O)/C=C/c2ccccc2)CC1 | -3% | -0.1% | 5 | 1% | -8 | -2% | 12 | -15 | 0
CCCc1c(C(=O)N/N=C/c2ccco2)nnn1-c1nonc1N | 2% | -0.2% | 7 | 0% | 0 | ? | 15 | -2 | -5
CCCCC(=O)Nc1nnc(CCOC)s1 | 1% | -0.5% | 6 | -6% | 0 | -2% | -4 | 4 | 14
Cc1ccc(NC(=O)Cc2noc3ccccc23)nc1 | 3% | 1.4% | 2 | -5% | 0 | -1% | -32* | . | -8
O=C(C1=C[C@@H](c2coc3ccccc3c2=O)C[C@@H](OCc2ccc(CO)cc2)O1)N1CCN(Cc2ccccc2)CC1 | -1% | -1.2% | 5 | -2% | -2 | -2% | -13 | . | -9
COc1ccccc1N1CCN(C2CCCN(Cc3ccccc3OCCO)C2)CC1 (centres undefined) | -8% | 2.5% | 5 | -26% | -5 | -7% | -4 | 2 | -13
Cc1cc(N/N=C/c2ccc3c(c2)OCO3)nc2ccccc12 | 2% | 0.0% | 3 | ? | -2 | 6% | -1 | -2 | -20
O=C1Nc2ccccc2Oc2cc(Oc3cccc(Cl)c3)ccc21 | -28% | -1.1% | 1 | -28% | -3 | -1% | 13 | . | -1
CCn1c(=O)n(CC)c2cc(N)ccc21 | -1% | -6.4% | 4 | -6% | 0 | -4% | 2 | -5 | 6
CC1CCC(NC(=O)c2cc(Cl)nc3ccccc23)CC1 (centres undefined) | 1% | 1.1% | -1 | ? | 7 | 2% | 5 | 7 | 3
Cc1nc2nc(CNC(=O)c3cccc(F)c3)nn2c(C)c1CCC(=O)Nc1ccc(F)cc1 | -5% | 5.4% | 0 | -10% | -1 | -1% | 17 | 2 | -2
CCC(=O)NC(C)C(c1cccs1)N1CCN(c2ccccc2)CC1 (centres undefined) | 0% | -0.4% | 0 | -1% | -2 | -3% | 7 | 1 | 2
CC(=O)c1sc(NC(=O)C2CCN(C(=O)c3ccccc3C)CC2)nc1-c1ccccc1 | 1% | 2.2% | 2 | 12% | -4 | -2% | 3 | -24 | -2
COC(=O)CN(c1cccc(F)c1)S(C)(=O)=O | -2% | -1.1% | -1 | -1% | -1 | -7% | -10 | -3 | -9
O=c1[nH]c2ccc(S(=O)(=O)N3CCCCC3)cc2[nH]1 | 1% | -1.3% | 3 | -10% | -3 | -1% | -10 | 9 | 5
CCOC(=O)c1sc(N)c(C(=O)OCC)c1C | -4% | 1.0% | 1 | -19% | 4 | 3% | 6 | -7 | 9
CCCCCC(=O)N1C[C@@H](n2cc(COC(=O)c3ccccc3)nn2)[C@H](O)C[C@@H]1c1ccccc1 | -8% | . | . | -14% | . | 0% | . | 7 | .
CCn1c(CCNC(=O)c2ccc(Cl)cc2Cl)n[nH]c1=S | 2% | -0.1% | -1 | -1% | 3 | -1% | -6 | -2 | -1
COc1cc(OC)cc(C(=O)NC(c2ccccc2)c2ccccc2)c1 | -2% | 5.7% | 13 | 0% | 1 | -3% | -7 | 1 | 13

Gathered by group, the entries above with a thiophene ring, fused or not.
SMILES | Vif-APOBEC3G blk | RXFP1 ag | D1 agonist | Vif-A3F inh | D1 potentiator | Glioma ERSR ind | D1 antag | RXFP1 antagonist | D2 potentiator
CCC(=O)NC(C)C(c1cccs1)N1CCN(c2ccccc2)CC1 (centres undefined) | 0% | -0.4% | 0 | -1% | -2 | -3% | 7 | 1 | 2
CCOC(=O)c1sc(N)c(C(=O)OCC)c1C | -4% | 1.0% | 1 | -19% | 4 | 3% | 6 | -7 | 9

One compound at a time, from the list above:
Results for `CC(C)(C)OC(=O)N1CCC[C@H]1c1nnc(SCc2ccc(Cl)cc2)o1` → Vif-APOBEC3G blk = 0%; RXFP1 ag = -0.6%; D1 agonist = 1; Vif-A3F inh = -12%; D1 potentiator = -1; Glioma ERSR ind = -6%; D1 antag = -24; RXFP1 antagonist = -11; D2 potentiator = 1
Results for `Cc1cc(C)n(CC(O)Cn2c3ccccc3c3ccccc32)c(=O)n1` (centres undefined) → Vif-APOBEC3G blk = -3%; RXFP1 ag = 0.2%; D1 agonist = 1; Vif-A3F inh = 0%; D1 potentiator = 0; Glioma ERSR ind = -4%; D1 antag = 6; RXFP1 antagonist = -1; D2 potentiator = -3
